# Screening data: PubChem BioAssay, National Center for Advancing Translational Sciences (NCATS)
# uPA surface inh = qHTS for Inhibitors of Cell Surface uPA Generation. Potency, µM (highest dose often 38.3 µM), inactives show at the highest dose activity change, negative = inhibition, actives largely listed as inhibitors. cell surface uPA generation assay, qHTS. 330,000 compounds, 0.31% hits; active means well fitted inhibition curve with a large enough effect; inconclusive means small, poorly fitted or top-dose-only effect; inactive means no such curve, though single readings can be large or run the other way; tested in mouse RAW 264.7 cells; further: on the % scale 0 is the no-effect control and ±100 the full control effect; nearly all actives have a fitted effect of over 55% in size
# BRCA1 expr act = qHTS Assay to Identify Small Molecule Activators of BRCA1 Expression; MCF7-BRCA1-FFLuc reporter, luminescence, 48 h; response scale: scaled: vehicle 0%, 10 µM genistein 100%; Potency, µM (titrated, usually from 46.1 µM), inactives show at the top dose activation, hits mostly activators; 380,000 compounds, 1.1% hits; active means well fitted activation curve with a large enough effect; inconclusive means small, poorly fitted or top-dose-only effect; inactive means no such curve, though single readings can be large or run the other way; further: nearly all actives have a fitted effect of over 80% in size; some results filed as inactive show a strong effect at the top dose
#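 MCF7 cells carrying a BRCA1-firefly luciferase reporter (2000 cells/well, phenol-red free MEM) were attached for 2 h at 37 °C, then given compounds for 48 h. Luminescence was read 15 min after luciferase reagent; activity normalized to genistein (10 microM) and DMSO.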
# Active calls of the source: *; ? = inconclusive; [ ] = remark or other dose. Potency means the concentration at half of the fitted maximal effect.
# Values run as follows: uPA surface inh	BRCA1 expr act
1	CCOC(=O)Nc1cc2c(c(N)n1)N=C(c1ccccc1)CN2
  -8%	?
2	CCO[C@H]1OC(C(=O)NCc2nc3ccccc3[nH]2)=C[C@@H](c2ccc(Br)cc2)[C@@H]1CCCO
  1%	-30%
3	COc1cc2c(c(OC)c1OC)C(=O)CO2
  2%	-5%
4	CC(=O)C[C@H]1c2cc(F)ccc2S(=O)(=O)N1c1ccc(N(C)C)cc1
  3%	0%
5	O=C1NC(c2cccc3ccccc23)Nc2ccc(Cl)cc21 (stereo not drawn)
  -11%	-91%
6	CCN1C(=O)CC(C(C)C)N(C2CCCC2)c2nc(Nc3ccc(C(=O)NC4CCN(C)CC4)cc3OC)ncc21 (stereo not drawn)
  -24%	-8%
7	COc1ccc(Br)cc1/C=N/Nc1ccc(S(=O)(=O)Nc2ccccc2C(=O)O)cc1[N+](=O)[O-]
  4%	-7%
8	CCCS(=O)(=O)Nc1ccc(Nc2c3ccccc3nc3ccccc23)c(OC)c1
  -11%	-73%
9	Cc1cccc(N=NC(=S)NNc2cccc(C)c2)c1
  19%	-4%
10	COc1ccc(/C=C/C(=O)c2cc(F)ccc2OC(=O)c2ccccc2)cc1OC
  -14%	-76%
11	Cn1c(=O)c2nc(-c3ccccc3)c(-c3ccccc3)nc2n(C)c1=O
  -2%	-47%
12	CC(C)NC1CCC(Nc2ccnc3cc(Cl)ccc23)CC1 (stereo not drawn)
  2%	-51%
13	O=C(OCc1ccc([N+](=O)[O-])cc1)c1cc2ccccc2oc1=O
  -35%	-14%
14	Nc1ccccc1C(=O)NC(=O)Nc1ccc(Oc2ncc(Br)cn2)c(Cl)c1
  -14%	?
15	NC(CSC1(c2cccc3ccccc23)c2ccccc2-c2ccccc21)C(=O)O (stereo not drawn)
  7%	-26%
16	COc1cccc(NC(=O)CN(C)C(=O)CNC(=O)c2ccc(C)s2)c1
  3%	6%
17	O=C(NCCN1CCOCC1)c1cccc(Br)c1
  0%	21%
18	CCn1c(=O)c(C(=O)Nc2cccnc2)c(O)c2ccccc21
  1%	-1%
19	CCc1nc(SCC(=O)Nc2nnc(C(C)C)s2)n[nH]1
  5%	60%
20	COc1ccc(CCNC(=O)c2cccc(C(=O)NCCc3ccc(OC)cc3)n2)cc1
  4%	4%

# Record cards (already shown). Values in the order: uPA surface inh	BRCA1 expr act
# NC(CSC1(c2cccc3ccccc23)c2ccccc2-c2ccccc21)C(=O)O (stereo not drawn) as listed: 7%	-26%
# COc1ccc(CCNC(=O)c2cccc(C(=O)NCCc3ccc(OC)cc3)n2)cc1 as listed: 4%	4%

# Additional compounds follow.
# Values run as follows: uPA surface inh	BRCA1 expr act
21	Cc1cccc2c1NC(=O)C2=O
  7%	-10%
22	CC1CCN(CC(O)COC2CC(C)CC(C)(C)C2)CC1 (stereo not drawn)
  1%	-20%
23	NC1=NC(=O)C(=Cc2ccccc2)S1
  -9%	13%
24	O=[N+]([O-])c1ccc(CS(=O)Cc2ccccc2)cc1 (stereo not drawn)
  5%	-13%
25	CN(C)c1nc2c(cnn2C)c(=O)[nH]1
  1%	12%
26	Cc1ccc(NC(=O)c2cc(S(=O)(=O)N3CCOCC3)ccc2Cl)cc1S(=O)(=O)N1CCOCC1
  5%	-13%
27	O=C1NC(=S)S/C1=C\c1cccc([N+](=O)[O-])c1
  -2%	-32%
28	NC(=O)C1C2C=CC(C2)C1c1ccccc1 (stereo not drawn)
  -1%	0%
29	COc1cc(NC(=O)c2cccs2)c(OC)cc1NC(=O)c1cccs1
  -2%	-30%
30	c1ccc2c(c1)-c1cccc3cncc-2c13
  -7%	51%
31	C[n+]1cccc(C(=O)O)c1
  0%	28%
32	C#CCNC(=O)C1=C[C@@H](c2ccc(C#C)cc2)C[C@@H](OCc2ccc(CO)cc2)O1
  3%	4%
33	O=C(C=Cc1ccccc1)CC(c1ccccc1)N1CCOCC1 (stereo not drawn)
  -16%	-93%[inhibitor]
34	CC(C)(C)C(=O)Nc1cccc(-c2ccc[nH]2)n1
  15%	14%
35	COC(=O)C1=C(N)Oc2cc(C)n(Cc3ccncc3)c(=O)c2C1c1cccnc1 (stereo not drawn)
  9%	-18%
36	Cc1ccc(N2C3=C(C(=O)CC(C)(C)C3)C(c3cn(C)nc3C)C3=C2CC(C)(C)CC3=O)cc1
  -11%	-32%
37	O=C(c1ccc(CN2CCc3ccccc3C2)cc1)N1CCN(c2ccc(F)cc2)CC1
  -9%	-39%
38	COc1ccc(CCC(=O)N/N=C/c2ccc3c(c2)OCO3)cc1
  8%	-3%
39	CCCCN1CC[C@H]2C=CC[C@@H](C(=O)Nc3ccc(OC)cc3)[C@H]2C1=O
  0%	-8%
40	COc1ccc(Cl)cc1CC=NNC(=O)c1ccncc1
  -6%	-17%

# Compounds 21 to 25 of the list above:
# Values run as follows: uPA surface inh	BRCA1 expr act
21	Cc1cccc2c1NC(=O)C2=O
  7%	-10%
22	CC1CCN(CC(O)COC2CC(C)CC(C)(C)C2)CC1 (stereo not drawn)
  1%	-20%
23	NC1=NC(=O)C(=Cc2ccccc2)S1
  -9%	13%
24	O=[N+]([O-])c1ccc(CS(=O)Cc2ccccc2)cc1 (stereo not drawn)
  5%	-13%
25	CN(C)c1nc2c(cnn2C)c(=O)[nH]1
  1%	12%

# Next results:
# Values run as follows: uPA surface inh	BRCA1 expr act
41	CCCc1cc(-n2ccnc2C)n2c(nc3ccccc32)c1C#N
  2%	-2%
42	COc1cccc(-c2c(C(=O)O)cc(O)c3ccc(OC)cc23)c1
  6%	-2%
43	CCOC(=O)CCN(C(=O)Nc1ccccc1)C1CCCCC1
  3%	29%
44	N#CC1C(=O)NC(c2ccccc2)=CC1c1ccccc1 (stereo not drawn)
  -7%	-17%
45	CCc1c(C#N)c(=O)[nH]c(=O)n1-c1ccccc1
  15%	25%
46	COC(=O)c1ccccc1NC(=O)c1cc[n+](C)cc1
  -1%	0%
47	CC1CCC(NC(=O)c2cccn2C)CC1 (stereo not drawn)
  2%	?
48	NC(=O)c1ncn([C@@H]2O[C@H](CNCc3cc(Cl)ccc3OCc3ccc(Cl)cc3)[C@@H](O)[C@H]2O)n1
  -2%	16%
49	CN1CCOCCOc2ccccc2OCCOCC1
  13%	7%
50	CN1OC[C@@H]2CN(Cc3ccccc3)[C@H](c3cccc(N4CCOCC4)c3)C[C@@H]21
  -2%	4%
51	O=C(CC(O)c1ccncc1)c1ccccc1O (stereo not drawn)
  -3%	-40%
52	CC12CCC(C(=O)N(c3nccs3)C1=O)C2(C)C (stereo not drawn)
  3%	-1%
53	CC1(C)Oc2cc3oc(-c4cc(O)cc(O)c4)cc3cc2CC1O (stereo not drawn)
  8.9µM*	-18%
54	Nc1nc(SCc2ccccc2[N+](=O)[O-])c2ncn(Cc3ccccc3)c2n1
  -7%	-68%
55	Cc1nc2cc(Cc3ccccc3)ccc2o1
  1%	69%
56	CC(C)=C1CCC(C)CC1=NNC(N)=S (stereo not drawn)
  -4%	4%
57	CC1CCC(CC(=O)O)(C(=O)O)CC1 (stereo not drawn)
  8%	1%
58	C1CN(CC2COC(CN3CCOCC3)CO2)CCO1 (stereo not drawn)
  3%	-16%
59	O=C(C=Cc1ccco1)c1ccco1
  -5%	6%
60	CN(C(=O)c1ccc(NC(=O)Cc2ccc(NC(=O)C3CCCN(C(=O)CCc4ccccc4)C3)cc2)cc1)C1CCCC1 (stereo not drawn)
  ?	-41%
61	Cc1c(C(=O)NN2CCOCC2)cccc1[N+](=O)[O-]
  5%	-11%
62	CC(=O)Nc1cc2c(cc1Br)-c1ccccc1C2
  -6%	-10%
63	COCC(=O)N(C)[C@H]1C[C@H]2c3cc(Oc4ccccc4C)ccc3CCN2C(=O)[C@H]1[C@H](C)O
  -8%	0%
64	COc1ccccc1C(CNC(=O)c1cccc(S(=O)(=O)N2c3ccccc3CC2C)c1)N(C)C (stereo not drawn)
  ?	0%
65	O=S(=O)(c1ccc(Br)cc1F)N1CCCCC1CCO (stereo not drawn)
  1%	1%
66	COc1ccc(N(CC(=O)NCc2ccc3c(c2)OCO3)S(=O)(=O)c2ccc(O)c(C(=O)O)c2)cc1
  0%	-5%
67	CCNC1CCC(Nc2ccnc3cc(Cl)ccc23)CC1 (stereo not drawn)
  -1%	-69%
68	CC(C)=CCc1c2c(c(O)c3c(=O)c4c(oc13)-c1cc(O)c(O)cc1OC4C=C(C)C)C=CC(C)(C)O2 (stereo not drawn)
  3%	-4%
69	COc1cccc(OC)c1C(=O)Nc1ccncc1
  3%	-30%
70	Cc1ccc(CNC(=O)c2cccnc2)cc1
  19%	-6%
71	Nc1nc(-c2ccccc2)ns1
  9%	11%
72	CCOC(=O)[C@@H]1[C@H]2COc3cc(OC)ccc3[C@@H]2N2C(=O)N(c3ccc(Cl)cc3)C(=O)[C@]12C
  5%	-23%
73	C=C(CCO)C1=CCN(S(=O)(=O)C(C)(C)C)[C@@H]1CCO
  3%	10%
74	Cc1ccc(S(=O)(=O)NN=C2C(=O)C3CCC2C3Cl)cc1 (stereo not drawn)
  3%	-15%
75	O=C(Nc1ccc(C(=O)N2CCCCC2)cc1)C1CCCC1
  13%	8%
76	CCOC(=O)c1c(SCCN2CCCC2)n(-c2ccccc2)c(=S)n(-c2ccccc2)c1=O
  -2%	-29%
77	COc1ccc(C(=O)OCC(=O)Nc2cccc(S(=O)(=O)NC3=NCCCCC3)c2)cc1[N+](=O)[O-]
  -6%	-1%
78	CCCCn1cnc2c(SCc3ccc(Cl)cc3)nc(N)nc21
  -1%	-5%
79	Cc1cc(C)cc(NC(=S)N2CCC(C(=O)c3ccc(F)cc3)CC2)c1
  -7%	16%
80	COc1ccc(C2(C)C(C#N)C(=O)NC(=O)C2C#N)cc1 (stereo not drawn)
  6%	-3%
81	CN(c1ccccc1)c1ncnc2c1ncn2C
  1%	-7%
82	CC1=C(C(=O)OCC(Br)(Br)Br)C(c2cccc([N+](=O)[O-])c2)NC(=O)N1CCCC(=O)O (stereo not drawn)
  -10%	14%
83	O=C(Cc1cccc(NC(=O)C2CCN(C(=O)C3CCCCC3)CC2)c1)Nc1cccc(C(=O)N2CCOCC2)c1
  -10%	16%
84	Cc1ccc(C(=O)Nc2ccccc2C(=O)O)cc1S(=O)(=O)Nc1ccc(Br)cc1
  6%	-4%
85	COCC(=O)N1C[C@H]2CON(C)[C@H]2C[C@H]1c1cccc(-c2ccc(C#N)cc2)c1
  6%	25%
86	O=C(Nc1ccc2c(c1)OCO2)c1ccc2c(c1)S(=O)(=O)c1ccccc1C2=O
  -22%	9%
87	CC(C)=N/N=C1/NC(=O)C(c2ccccc2)S1 (stereo not drawn)
  8%	-1%
88	COc1cccc(C=NNC(=O)CCCC(=O)NN=Cc2cccc(OC)c2)c1
  4%	8%
89	Brc1cccc(C=Nc2cccc3ncccc23)c1
  -18%	1%
90	FC(F)(F)c1ccc(-c2cccc3c2C2CC3CCN2Cc2ccccc2)cc1 (stereo not drawn)
  5%	0%
91	CC(C)=CCc1ccc(O)c(=O)cc1C(C)C
  -14%	-93%
92	Cc1c(C(=O)Nc2ccccc2)cnn1-c1ccccc1
  ?	?
93	COc1ccc(-c2nc3cc(C)ccn3c2NCC2CCCO2)cc1OC (stereo not drawn)
  0%	-1%
94	CC1(C)S[C@@H]2[C@H](NC(=O)COc3ccccc3)C(=O)N2C1C(=O)OCc1ccccc1 (stereo partly drawn)
  12%	12%
95	CCOC(=O)c1nc2cc3n(c(C)c-2c1C)C(C)C(CC)=C3C (stereo not drawn)
  -10%	1%
96	COc1ccc(OC)c(NC(=S)NCc2ccco2)c1
  -10%	-3%
97	COc1cc2c(cc1OC)CN(C1CCC(C(C)(C)C)CC1)CC2 (stereo not drawn)
  -9%	-10%
98	COc1ccccc1N1CCN(C2CCCN(C(=O)c3ccsc3)C2)CC1 (stereo not drawn)
  6%	7%
99	CCOc1ccc(S(=O)(=O)N2CCN(C3CC(=O)N(c4cccc(C(C)=O)c4)C3=O)CC2)cc1 (stereo not drawn)
  -1%	0%
100	O=C(NCC1CCCO1)c1ccc(NC(=O)c2ccc(Br)cc2)cc1 (stereo not drawn)
  2%	-2%

# Remaining list, next part.
# Values run as follows: uPA surface inh	BRCA1 expr act
101	Cc1nc2ccsc2c(=O)n1-c1cccc(Cl)c1
  -6%	0%
102	CCOC(=O)C1=C(COC(=O)c2ccc(Cl)c(S(=O)(=O)N3CCOCC3)c2)NC(=O)NC1C (stereo not drawn)
  7%	-14%
103	O=C(NC1CCCCC1)c1ccc2c(c1)S(=O)(=O)c1ccccc1C2=O
  -5%	-14%
104	C[C@H](O)[C@@H]1C(=O)N2CCc3ccc(-c4ccccc4)cc3[C@@H]2C[C@@H]1N(C)C(=O)NC1CCCCC1
  -14%	-26%
105	COc1ccc(C(=O)N/C(=C\c2ccccc2)C(=O)Nc2ccccc2C(=O)O)cc1
  1%	-1%
106	CCN(c1ccc2c(c1)OCO2)S(=O)(=O)c1cc2c(cc1Br)CCN2C(=O)C1CC1
  -3%	-25%
107	O=C(O)c1cccc2cccc(-c3c4ccc(=O)c(O)c-4oc4c(O)c(O)ccc34)c12
  3%	-34%
108	O=C(Nc1ccn(CCCNCc2ccccc2)c(=O)n1)OCc1ccccc1
  8%	-1%
109	OCCOCCn1c(C(CO)Nc2nc(-c3ccc(Cl)cc3)cs2)nc2ccccc21 (stereo not drawn)
  -18%	-36%
110	C(=NOCCc1ccccc1)c1ccccn1
  3%	?
111	CCCSc1nc2c([nH]1)c(=O)n(C)c(=S)n2C
  -2%	1%
112	COc1cc(N)c2ncsc2c1
  1%	-49%
113	Cn1c(C(=O)NCCCN2CCN(c3ccc(F)cc3)CC2)cc2c(=O)n(C)c3ccccc3c21
  -7%	21%

# The list is partial; rates above refer to the full screens.
